Screening results as filed in PubChem BioAssay.
12-LOX inh: ALOX12 (human) lipoxygenase inhibition | P18054 | purified 12hLO, xylenol orange hydroperoxide absorbance | Potency, µM (doses to about 108 µM), inactives show top-dose activity change, negative = inhibition, hits mostly inhibitors | 1.1% of 580,000 active; note: potency is the fitted concentration of half-maximal effect; % is set by controls: 0 for no effect and ±100 for the full control effect
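Purified human 12hLO (150 nM final) in 25 mM Hepes, 0.01% Triton X-100, pH 7.0 was preincubated 15 min at room temperature with compound. Then 40 uM arachidonic acid was added, 30 min. Hydroperoxide was read by Fe-XO absorbance ratio 573/405 nm.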
ERG Ets-DNA blk: ERG Ets/DNA interaction inhibition; 0.028% of 370,000 active; Potency, µM (doses to about 76.9 µM), inactives show at the highest dose FP activity, negative = inhibition, actives largely listed as inhibitors; P11308; fluorescence polarization, His-ERG Ets domain / labelled DNA; active = well fitted inhibition curve with a large enough effect in the polarisation, with a control signal flat; inconclusive = small, poorly fitted or top-dose-only effect, or effect the other way, or a change in a side signal; inactive = no such curve, though single readings can be large or run the other way; the % refers to the polarisation;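 note: polarization taken with two DNA probes labelled with fluorescein and Texas red; potency is the fitted concentration of half-maximal effect; % of control where 0% means no effect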
Target sequence (P11308 whole entry, looked up, the tested form may be a part): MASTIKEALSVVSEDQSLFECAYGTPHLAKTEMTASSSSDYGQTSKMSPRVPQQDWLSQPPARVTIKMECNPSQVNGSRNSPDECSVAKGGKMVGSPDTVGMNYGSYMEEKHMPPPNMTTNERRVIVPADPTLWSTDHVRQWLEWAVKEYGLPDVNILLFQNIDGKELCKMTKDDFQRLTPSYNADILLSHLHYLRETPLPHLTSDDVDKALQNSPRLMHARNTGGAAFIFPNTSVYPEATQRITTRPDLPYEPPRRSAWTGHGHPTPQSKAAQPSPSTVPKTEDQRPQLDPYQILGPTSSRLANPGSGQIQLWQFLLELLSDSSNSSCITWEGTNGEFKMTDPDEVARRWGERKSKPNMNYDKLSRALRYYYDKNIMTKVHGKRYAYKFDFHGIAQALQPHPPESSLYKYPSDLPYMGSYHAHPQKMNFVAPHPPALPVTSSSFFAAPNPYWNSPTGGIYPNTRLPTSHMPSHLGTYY
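His-tagged ERG Ets domain (1 uM in the protein solution; 300mM KCl, 50mM Tris-HCl, 1mM EDTA, 1mM DTT, pH 7.5) received compound, then a probe mix of 5 nM fluorescein-DNA and 100nM Texas-615-DNA. Fluorescence polarization was read for both dyes.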
POLB inh: blocks human DNA polymerase beta activity; Pol beta primer extension/strand displacement, fluorescence kinetic; Potency, µM (top dose mostly 114 µM), for inactives: at the highest dose activity change, negative = inhibition, usual class: inhibitors; 1.3% of 340,000 active; note: potency is the fitted concentration of half-maximal effect; % is set by controls: 0 for no effect and ±100 for the full control effect
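10 nM enzyme + cpd, 15 min RT; start with substrate 50 nM final; read 0 min and after 10 min RT. Corrected, normalized data; 4-parameter Hill curve fit.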
BLM helicase inh: inhibitors of human Bloom syndrome helicase BLM | P54132 | recombinant BLM DNA unwinding, fluorescence dequenching | Potency, µM (highest dose often 56.1 µM), inactives show top-dose activity change, negative = inhibition, usual class: inhibitors | 0.2% of 350,000 active;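 note: potency is the fitted concentration of half-maximal effect; plate controls were vehicle for no effect and no enzyme for full effect; nearly all actives have a fitted effect of over 35% in size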
POLI inh: DNA polymerase iota (human) inhibition. Q9UNA4. 1% of 390,000 active. Potency, µM (titrated, usually from 115 µM), inactives show at the top dose activity, negative = inhibition, usual class: inhibitors. Pol iota fluorescent replication assay, 10 min. AID 588590; note: potency is the fitted concentration of half-maximal effect
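Pol iota at 10 nM preincubated 15 min with compounds at room temperature; reaction started with fluorescent substrate, 50 nM final. Fluorescence read kinetically at 0 and 10 min; buffer-only wells as negative control.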
POLK inh: blocks human DNA polymerase kappa activity. 0.53% of 400,000 active. purified Pol kappa, fluorescent DNA synthesis assay, 10 min. Potency, µM (series often up to 107 µM), without a hit: top-dose activity, negative = inhibition, most hits filed as inhibitors. Q9UBT6. AID 588579; note: potency is the fitted concentration of half-maximal effect; % is set by controls: 0 for no effect and ±100 for the full control effect
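10 nM Pol kappa preincubated 15 min at room temperature with compounds, then reaction started with substrate at 50 nM final. Fluorescence read kinetically at 0 and 10 min; buffer-only wells served as negative control.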
Apoferritin bind: binds horse apoferritin like a general anesthetic | AID 485281 | apoferritin/1-aminoanthracene competitive binding, fluorescence | Potency, µM (doses to about 77.5 µM), without a hit: at the highest dose activity change, negative = displacement, most hits filed as inhibitors | 0.074% of 350,000 active | P02791; note: potency is the fitted concentration of half-maximal effect; % is set by controls: 0 for no effect and ±100 for the full control effect; nearly all actives have a fitted effect of over 20% in size
Target sequence (P02791 2-175 limits assumed): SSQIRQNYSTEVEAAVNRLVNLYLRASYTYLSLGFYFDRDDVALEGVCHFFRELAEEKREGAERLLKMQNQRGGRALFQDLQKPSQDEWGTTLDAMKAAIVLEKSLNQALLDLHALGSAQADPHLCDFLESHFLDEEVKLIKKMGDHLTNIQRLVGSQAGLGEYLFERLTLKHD
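Concentration-response curves derived by four-parameter Hill fitting of normalized fluorescence, where compounds displaced 1-AMA from 10 uM horse apoferritin following a brief 10 min room-temperature incubation; propofol titration acted as positive control.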
APEX1 inh: blocks human APE1 abasic DNA cleavage | P27695 | 0.35% of 350,000 active | Potency, µM (highest dose often 65.8 µM), without a hit: at the highest dose activity change, negative = inhibition, actives largely listed as inhibitors | AID 2517 | recombinant APE1, TAMRA/BHQ-2 abasic DNA cleavage fluorescence;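 note: potency is the fitted concentration of half-maximal effect; plate controls were vehicle for no effect and reference inhibitor for full effect; nearly all actives have a fitted effect of over 55% in size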
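Measures dequenching upon AP-site incision of a 5'-TAMRA/3'-BHQ-2 THF-containing duplex, 50 nM; human APE1 0.75 nM after 15 min room-temperature exposure to compound; kinetic three-point read at one-minute spacing.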
TRHR agonist: activates the human TRH receptor; activation, % at 2 µM; TRHR cells, calcium flux fluo-8, FDSS agonist mode; P34981; 0.18% of 360,000 active; in the data active = activation above about 30%; note: 0% is about no effect
Target sequence (P34981 whole entry, looked up): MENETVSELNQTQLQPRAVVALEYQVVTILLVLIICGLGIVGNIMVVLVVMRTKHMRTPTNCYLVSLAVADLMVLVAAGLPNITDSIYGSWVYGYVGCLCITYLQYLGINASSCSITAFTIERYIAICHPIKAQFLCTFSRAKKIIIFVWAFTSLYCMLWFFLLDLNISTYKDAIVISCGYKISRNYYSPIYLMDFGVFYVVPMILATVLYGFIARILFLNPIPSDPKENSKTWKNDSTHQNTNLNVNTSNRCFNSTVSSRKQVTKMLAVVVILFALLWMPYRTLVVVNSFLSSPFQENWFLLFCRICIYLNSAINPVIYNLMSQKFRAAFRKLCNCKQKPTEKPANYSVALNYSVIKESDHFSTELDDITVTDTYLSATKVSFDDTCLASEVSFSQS
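In this calcium-flux screen, cells bearing human TRHR are dye-loaded with fluo-8, baselined for 10 cycles, then exposed to library compounds; positive kinetic calcium responses during the agonist phase mark hits, with TRH as control.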
Starred values were filed as active, the others as inactive; ? = inconclusive; · = not tested or not shown; & = joins results of further samples; [ ] = another dose, or the depositor's remark. Unless noted, calls come from the whole dose curve; as a rule, active = well fitted curve in the direction sought with a large enough effect; inconclusive = small, poorly fitted or top-dose-only effect, or another doubt; inactive = no such curve, though single readings can be large; an effect the other way counts as inactive or inconclusive. A portion of the library; the hit share may differ from the screen's.

SMILES	12-LOX inh	ERG Ets-DNA blk	POLB inh	BLM helicase inh	POLI inh	POLK inh	Apoferritin bind	APEX1 inh	TRHR agonist
COc1cccc(C2=NN(C(C)=O)C(c3cccs3)C2)c1 (stereo not given)	-12%	19%	-15%	-4%	142%[activator]	-4%	2%	43%[activator]	-0.9
COc1ccc(C(=O)COC(=O)c2ccc([N+](=O)[O-])s2)cc1OC	-11%	-2%	·	·	?	-12%	·	8%	-0.7
Cc1ccc(-c2[nH]nc(N)c2N=Nc2cccc(Cl)c2C)cc1	0%	-10%	35%	-6%	13%	-12%	?	4%	4.9
COCCCNC(=O)c1cc(C(=O)Cc2ccccc2)c[nH]1	0%	1%	0%	-4%	21%	5%	-6%	-8%	0.1
Cc1ccc(OCc2cc(C(=O)N(C)Cc3cnn(-c4ccccc4C)c3)no2)cn1	9%	-1%	-5%	-5%	4%	-16%	-10%	12%	-0.5
Cc1ccc(S(=O)(=O)NCC(=O)NCC(=O)OCc2c(F)cccc2Cl)cc1	?	19%	-4%	-1%	-6%	3%	89%[activator]	6%	-0.6
C/C=C\C=C\C(=O)N1CC2(CC(c3cccc(NC(=O)CC(c4ccccc4)c4ccccc4)c3)=NO2)C[C@H]1C(N)=O (stereo not given in full)	·	1%	-5%	-17%	?	-22%	-9%	8%	0.5
O=C(Nc1ccc2c(c1)OCCO2)c1cc(-c2ccccn2)nc2ccc(Br)cc12	-3%	-19%	7%	1%	99%[activator]	-6%	-6%	-1%	-0.4
Cc1sc2ncnc(Nc3ccc(O)cc3)c2c1C	-3%	-10%	5%	0%	?	-5%	-1%	17%	-0.5
O=C(c1ccc(N2CCN(C(=O)c3ccccc3Br)CC2)cc1)c1cccc(F)c1	235%[activator]	-2%	36%	0%	-15%	5%	-3%	15%	1.9
CCOC(=O)C1=C(C)c2ccccc2N(C(=O)OC)C1(C)C(=O)OCC (stereo not given)	?	-4%	·	-14%[75.6 µM]	16%	1%&-15%	-14%[110 µM]	48%&-5%[activator]	·
O=C(CNS(=O)(=O)c1ccc(F)cc1)N1CCOCC1	-16%	-9%	8%	1%	22%	7%	0%	-11%	0.8

Taken from above:
Cc1ccc(S(=O)(=O)NCC(=O)NCC(=O)OCc2c(F)cccc2Cl)cc1 @ TRHR agonist = -0.6
CCOC(=O)C1=C(C)c2ccccc2N(C(=O)OC)C1(C)C(=O)OCC (stereo not given) @ BLM helicase inh = -14%[75.6 µM]

The list goes on:
SMILES	12-LOX inh	ERG Ets-DNA blk	POLB inh	BLM helicase inh	POLI inh	POLK inh	Apoferritin bind	APEX1 inh	TRHR agonist
CCOc1ccc(OCC)c(NC(=O)CN2CCN(CC)CC2)c1	?	-3%	2%	4%	-2%	-1%	5%	7%	0.3
CCN(CC)CCNC(=O)C1CCN(c2nn3cc(-c4ccc(F)cc4)nc3s2)CC1	0%	0%	-1%	4%	32%[activator]	-2%	5%	·	0.9
COc1ccc(NC(=O)CCC(=O)N2CCOCC2)c([N+](=O)[O-])c1	-28%	0%	-2%	1%	38%[activator]	2%	-3%	26%	-0.6
Cc1cccc(N2CCN(C(=O)CNC(=O)c3ccccc3)CC2)c1C	-3%	-10%	17%	-7%	43%[activator]	1%	-18%	17%	0.8
COc1cc(C(=O)Oc2c(Sc3ccc(C)cc3)c(C)nn2-c2ccccc2)cc(OC)c1OC	?	1%	1%	-7%	?	-14%	0%	·	-0.4
CCN1CCN(C(=O)c2cn(CC)c3ccc(S(=O)(=O)N(C)C)cc3c2=O)CC1	354%[activator]	4%	-1%	2%	18%	-17%	25%	-3%	-1.6
COC(=O)c1ccc(NC(=O)c2cc3cc(C)ccc3n2C)cc1	-10%	0%	2%	-4%	34%[activator]	-19%	10%	·	0.7
CCN1/C(=C2\C(=O)N(C)C(=S)N2C)C=Cc2cc(C)ccc21	-2%	-2%	1%	-6%	11%	-20%	-2%	1%	0.2
COc1ccc(-c2c(C(F)(F)F)nn(C)c2NC(=O)CSCC(=O)O)cc1	?	10%	-1%	0%	132%[activator]	-5%	-5%	-2%	0.1
CC(OC(=O)c1cccc(Cl)c1)C(=O)NC1CCCCC1C (stereo not given)	-6%	1%	0%	-5%	-1%	3%	-10%	-7%	0.0
O=S(=O)(c1ccc(Cl)s1)N1CCC(Cc2ccccc2)CC1	-15%	-2%	12%	-5%	-16%[58.9 µM]	-4%	-5%	-9%	2.0
O=C(O)COc1ccccc1/C=N/NC(=O)c1cc(-c2ccc(Cl)cc2)nc2ccccc12	?	1%	-6%	-9%	-18%	-1%	2%	-4%	0.1
Cn1c(SCCOc2ccccc2F)nc2ccccc2c1=O	1%	15%	10%	-6%	111%[activator]	-21%	3%	13%	0.2
Cc1ccc(NS(=O)(=O)c2c(C)[nH]c(C)c2C(=O)N2CCCCC2)c(Br)c1	?	-6%	26%	-1%	21%	2%	-10%	22%	-0.4
COc1cc2nc(SCC(=O)Nc3c(C)cc(C)cc3C)n3nc(CCn4c(C)nc5ccccc54)nc3c2cc1OC	0%	-1%	-13%	-8%	13%	-2%	-9%	·	-0.4
O=C(NC(=S)Nc1cccc(O)c1)C1CCCCC1	?	-10%	·	·	-19%	-14%	·	-11%	·
Cc1cccc(OCC(=O)NCC(C)(C)N2CCOCC2)c1	-3%	6%	·	·	25%	5%	·	6%	0.7
CC(C)(C)NC(=O)C(c1ccsc1)N(CCc1ccccc1)C(=O)Cn1nnc2ccccc21 (stereo not given)	24%	·	2%	0%	-6%	-1%	2%	-1%	2.7
Cc1ccc(C2=NOC(C)(c3nnc(-c4ccncc4)o3)C2)cc1 (stereo not given)	1%	-1%	·	·	7%	-8%	·	·	·
c1ccc(-c2cn3nc(-c4ccccc4)cnc3n2)cc1	1%	9%	11%	-3%	8%	-13%	4%	3%	-0.6
Cc1nnc(SCC(=O)Nc2ccc(N3CCOCC3)cc2)o1	?	3%	10%	-6%	2%	-19%	-6%	-1%	0.4
O=C(c1ccccc1[N+](=O)[O-])n1cnc2ccccc21	-9%	-1%	-11%	-1%	73%[activator]	-13%	-11%	4%	0.1
O=C1CC(c2cccc([N+](=O)[O-])c2)c2cc3c(cc2N1)CCC3 (stereo not given)	-25%	2%	4%	-5%	-21%	10%	-21%	-9%	1.4
O=C(CN1CCCCC1)NCC1(c2ccccc2)CCCC1	-11%	-1%	3%	-11%	31%[activator]	-3%	?	17%	-0.6
CC1(C)CC(=O)c2cc(C(=O)NNc3ccccc3)c(=O)n(-c3ccccc3)c2C1	?	-1%	7%	-2%	113%[activator]	-7%	-22%	2%	0.3
Cc1ccc(Oc2cc(N3CCOCC3)nc(-c3ccccc3)n2)cc1	8%	4%	-15%	3%	8%	-4%	-4%	2%	-0.1
COc1cccc(NC(=O)Cc2ccc3ccccc3c2)c1	3%	7%	15%	-9%	14%	-11%	-10%	-8%	-0.5
CCOc1ccc(Cl)cc1S(=O)(=O)n1nnc2ccccc21	-19%	-4%	22%	0%	?	-2%	-2%	-5%	-0.2
COC(=O)c1ccc(COc2ccccc2/C=N/NC(N)=O)o1	0%	-13%	6%	-6%	22%	-11%	-2%	1%	-0.4
Cc1cc(SCCC(=O)O)nc2ccccc12	8%	3%	9%	-7%	6%	-3%	-9%	4%	1.6
NC(=O)CC(NC(=O)Cc1ccc(Br)cc1)c1ccc(NCCOc2ccccc2)c([N+](=O)[O-])c1 (stereo not given)	-1%	4%	4%	-2%	33%[activator]	-11%	-7%	2%	0.5
COc1ccc(CNC(=O)c2cccnc2Sc2ccc(Cl)cc2)cc1	8%	3%	-24%	-1%	-5%[58.9 µM]	-2%	1%	-4%	-0.4
O=C(COc1ccc(Br)cc1)NNC(=O)Cc1ccc(S(=O)(=O)N2CCOCC2)s1	24%	-11%	·	·	-11%	-13%	·	·	·
O=C(Nc1ccc(CN2CCOCC2)cc1)c1cc2ccccn2n1	8%	-11%	31%	-18%	19%	9%	-14%	0%	1.1
C/C(=N\NC(=O)c1ccc(-n2cnnn2)cc1)c1ccc(C)cc1	197%[activator]	0%	·	·	-25%	-5%	·	15%	4.4
CCCN1Cc2cc(OC)ccc2-c2ccccc2S1(=O)=O	30%	-6%	·	·	7%	-13%	·	-10%	·
COCC(=O)N/N=C\c1cccc(OC)c1OC/C=C/c1ccccc1	·	14%	27%	-6%	44%[activator]	10%	-9%	4%	-0.5
COc1cc(/C=C(\C#N)C(=O)Nc2ccccc2F)ccc1OCCN1CCOCC1	-15%	-11%	25%	1%	-6%	-5%	-10%	-3%	2.2
COC(=O)CNC(=O)CN1c2cccc3cccc(c23)S1(=O)=O	-2%	-7%	26%	-8%	26%	-4%	16%	0%	0.0
O=C(C[n+]1cccc(Br)c1)c1ccccc1	3%	-3%	10%	0%	7%&14%	-11%&3%	-1%	3%	0.3
Cc1ccsc1C(=O)C1CCCN(Cc2cc(F)ccc2-n2cccn2)C1 (stereo not given)	45%&0%[activator]	9%	56%	-2%	53%[activator]	4%	-20%	?	2.0
CCn1ccnc1CN1CCC(n2nccc2NC(=O)c2ccccc2OC)CC1	461%[activator]	-7%	21%	-3%	47%[activator]	-9%	-4%	14%	0.2
CC(/C=C/c1ccc2c(c1)OCO2)=N/NC(=O)C1COc2ccccc2O1 (stereo not given)	0%	·	?	1%	·	·	-10%	-1%	1.3
CN1CCCN(C(=O)CC(c2ccccc2)c2ccccc2)CC1	0%	6%	18%	1%	6%	4%	-10%	-7%	-1.1
O=C(CN1C(=O)/C(=C\c2cccs2)SC1=S)Nc1cccc(C(=O)O)c1	-16%	44%[activator]	11%	-4%	?	-27%	0%	-7%	0.2
COc1ccc(-c2cc(C(F)(F)F)n3nc(C(=O)N(C)Cc4ccccc4)cc3n2)cc1OC	-7%	?	0%	-13%	10%	5%	-9%	0%	-0.1
